TDP43 rescue – TDP-43 toxicity inhibition in yeast; TDP-43 expressing yeast growth rescue, BacTiter-Glo, 24 h; Potency, µM (series often up to 46.1 µM), for the others: top-dose growth rescue (activation), usual class: activators; 410,000 compounds, 1.8% hits; AID 652104; also: potency is read from the fitted curve at half-maximal effect; % of control where 0% means no effect; nearly all actives have a fitted effect of over 50% in size
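Growth rescue of TDP-43-toxic yeast measured as ATP luminescence (BacTiter-Glo). Cells grown to mid-log in raffinose, induced in galactose at OD600=0.02, exposed to compound 24 hr at 30 deg C.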
DRD3 antagonist – D3 dopamine receptor (human) antagonism | P35462 | D3R cells, DiscoveRx beta-arrestin luminescence, antagonist mode; hits give low values | max response, negative = inhibition, % | 360,000 compounds, 2.5% hits | AID 652054; in the data active = max response below about -50%; inconclusive = no clear call, values can overlap the other calls; also: % is scaled to controls: 0 for no effect and ±100 for the full control effect; mostly tested at two doses, the higher about 12 µM
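Cells expressing the human receptor were seeded at 1500 cells/well, incubated overnight at 37 degrees C in 5% CO2, then exposed to library compounds with dopamine controls for 90 minutes at 37 degrees C before luminescent detection.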
PTHR1 ag – activates the human parathyroid hormone receptor PTHR1. Q03431. HEK293 GP2 PTHR1 cells, GloSensor cAMP luminescence, 1 h. Potency, µM (doses to about 115 µM), for the others: at the highest dose activation, usual class: activators. 410,000 compounds, 0.075% hits. AID 743266; also: potency is read from the fitted curve at half-maximal effect; nearly all actives have a fitted effect of over 55% in size; some results filed as inactive show a strong effect at the top dose; inactives centre near -15; many of its hits are not listed in these tables
Target sequence (Q03431 whole entry, looked up): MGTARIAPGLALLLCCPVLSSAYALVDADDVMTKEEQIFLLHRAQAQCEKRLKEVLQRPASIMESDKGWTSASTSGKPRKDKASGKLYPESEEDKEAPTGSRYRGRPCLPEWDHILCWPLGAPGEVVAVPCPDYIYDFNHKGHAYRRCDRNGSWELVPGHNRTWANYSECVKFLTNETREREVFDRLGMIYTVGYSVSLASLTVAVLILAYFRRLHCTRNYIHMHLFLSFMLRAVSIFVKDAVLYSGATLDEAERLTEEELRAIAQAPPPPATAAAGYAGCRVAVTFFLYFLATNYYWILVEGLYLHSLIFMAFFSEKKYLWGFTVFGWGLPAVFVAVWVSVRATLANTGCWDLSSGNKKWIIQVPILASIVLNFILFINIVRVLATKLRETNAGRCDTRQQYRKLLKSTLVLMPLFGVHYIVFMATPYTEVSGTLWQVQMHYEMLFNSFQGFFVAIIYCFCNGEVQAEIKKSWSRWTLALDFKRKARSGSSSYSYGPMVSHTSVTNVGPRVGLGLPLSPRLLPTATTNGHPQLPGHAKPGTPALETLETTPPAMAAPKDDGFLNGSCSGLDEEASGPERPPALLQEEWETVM
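HEK-293-derived GP2 cells expressing PTHR1 and a GloSensor cAMP reporter, 3,000/well, plated overnight, given luciferin plus IBMX (each 0.5 mM as added) for 1 h at 37 °C, then compound for 1 h at 37 °C. Luminescence was read after 15 min at room temperature.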
GLP-1R agonist – agonists of human GLP-1 receptor; 380,000 compounds, 0.007% hits; Potency, µM (titrated, usually from 45.6 µM), for the others: at the highest dose activation, most hits filed as activators; AID 624172; HEK293 GLP-1R CRE-luciferase, luminescence, 4-6 h; cells express a hypersensitive GLP-1R form; also: potency is read from the fitted curve at half-maximal effect; % of control where 0% means no effect
Target sequence (P43220 whole entry, looked up): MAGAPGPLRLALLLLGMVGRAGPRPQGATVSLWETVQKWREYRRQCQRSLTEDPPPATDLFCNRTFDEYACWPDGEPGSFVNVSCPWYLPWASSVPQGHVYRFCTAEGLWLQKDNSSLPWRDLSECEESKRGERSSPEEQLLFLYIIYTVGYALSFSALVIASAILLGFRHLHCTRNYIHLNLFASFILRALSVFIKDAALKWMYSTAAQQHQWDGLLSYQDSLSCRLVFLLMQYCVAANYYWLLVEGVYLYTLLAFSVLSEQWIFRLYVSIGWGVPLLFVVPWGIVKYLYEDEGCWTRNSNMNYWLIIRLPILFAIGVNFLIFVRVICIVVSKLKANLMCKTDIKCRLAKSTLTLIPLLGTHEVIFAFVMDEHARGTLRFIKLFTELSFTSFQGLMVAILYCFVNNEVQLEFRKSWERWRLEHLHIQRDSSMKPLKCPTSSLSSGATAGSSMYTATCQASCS
pAkt inh – blocks phosphorylation of Akt. Neuro2A IGF-stimulated pAkt S473 HTRF, 20 min; hits give low values. activity change, % for hits at 50 µM. 360,000 compounds, 0.32% hits. AID 651550; in the data active = activity change below about -80%; inconclusive = mostly about -51% to -80%; also: % is scaled to controls: 0 for no effect and ±100 for the full control effect
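Neuro2A cells (4,500/well, DMEM with 0.5% FBS) were treated with compound at a single 50 µM final concentration, stimulated with 6 nM IGF for 20 min at 37 °C, and lysed. Phospho-Akt Ser473 was read by HTRF as 665/615 ratio ×10^4.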
GLP1R inv ag – GLP-1 receptor (human) inverse agonism. P43220. HEK293 GLP-1R CRE-luciferase, luminescence, 24 h; GLP-1R form is constitutively active. Potency, µM (titrated, usually from 38.3 µM), for the others: top-dose activity change, negative = inhibition, hits mostly inhibitors. 410,000 compounds, 1.6% hits. AID 624417; also: potency is read from the fitted curve at half-maximal effect; % is scaled to controls: 0 for no effect and ±100 for the full control effect; nearly all actives have a fitted effect of over 55% in size
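Inverse agonists were sought by their lowering of basal cAMP reporter luciferase output in HEK293 cells stably carrying constitutively active human GLP-1R, after 24 h compound treatment.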
FUS yeast rescue – suppressors of FUS proteinopathy in yeast; S. cerevisiae FUS-expressing, growth rescue, OD600, 24 h; Potency, µM (doses to about 76.6 µM), without a hit: top-dose growth rescue (activation), most hits filed as activators; 390,000 compounds, 0.24% hits; AID 1347120;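 also: potency is read from the fitted curve at half-maximal effect; plate controls were DMSO vehicle for no effect and reference control for full effect; nearly all actives have a fitted effect of over 55% in size; some results filed as inactive show a strong effect at the top dose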
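FUS-expressing yeast, raffinose-pregrown, induced in 2% galactose minimal medium at OD 0.005; compounds in a dilution series, 24hr at 30C. Growth restoration read as absorbance at 600 nm. CP55940 positive control, DMSO negative.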
Abeta rescue – A-beta toxicity reversal in yeast. Potency, µM (titrated, usually from 46.1 µM), for the others: top-dose growth rescue, hits mostly activators. yeast expressing A-beta42, growth rescue, OD600, 48 h; response scale: 0% DMSO, 100% iron-clioquinol control. 410,000 compounds, 0.063% hits. AID 1347071; also: potency is read from the fitted curve at half-maximal effect; nearly all actives have a fitted effect of over 55% in size
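Yeast A-beta toxicity model in growth medium with pinned compounds, 48 h at 30 C; growth read as absorbance at 600 nm. Normalized to FeCl3/clioquinol equimolar mix (positive) and DMSO (negative).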
aSyn rescue – alpha-synuclein toxicity inhibition in yeast; Yeast expressing alpha-synuclein, growth rescue, BacTiter-Glo, 24 h; Potency, µM (highest dose often 46.1 µM), inactives show at the highest dose growth rescue (activation), most hits filed as activators; 370,000 compounds, 0.14% hits; also: potency is read from the fitted curve at half-maximal effect; % of control where 0% means no effect; nearly all actives have a fitted effect of over 65% in size
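Screening used galactose-induced yeast with toxic alpha-synuclein levels, exposed to compound for 24 hr at 30 deg C. Cell growth, read with BacTiter-Glo luminescence, gave the measured signal.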
An asterisk follows results filed as active; & = joins results of further samples; [ ] = dose if it differs, or a comment. Unless noted, calls follow the shape of the dose curve; as a rule, active = well fitted curve in the direction sought with a large enough effect; inconclusive = small, poorly fitted or top-dose-only effect, or another doubt; inactive = no such curve, though single readings can be large; an effect the other way counts as inactive or inconclusive.

For CCCCNC(=O)C1(C)CCN1C(=O)c1c(F)ccc(C)c1F (configuration not stated) the results were TDP43 rescue 2.0%, DRD3 antagonist -19.0, PTHR1 ag inconclusive, GLP-1R agonist 2.2%, pAkt inh inactive, GLP1R inv ag 12.8%, FUS yeast rescue -11.4%, Abeta rescue -17.2% and aSyn rescue 0.4%.
Screening COc1ccc(S(=O)(=O)NCC(=O)N(CC(=O)NCC2CCCO2)c2c(C)cccc2C)cc1 (configuration not stated) returned TDP43 rescue -4.6%, DRD3 antagonist inconclusive, PTHR1 ag inactive, GLP-1R agonist 7.4%, pAkt inh inactive, GLP1R inv ag 1.6%, FUS yeast rescue -35.0%, Abeta rescue -7.6%[9.22 µM] and aSyn rescue 0.7%.
Screening COc1ccc2c3n(nc2c1)CCN=C3c1cc(Cl)c(N)c(Cl)c1 returned TDP43 rescue 2.4%, DRD3 antagonist 64.9, PTHR1 ag inactive, GLP-1R agonist 8.6%, pAkt inh inactive, GLP1R inv ag 5.9%, FUS yeast rescue 8.0%, Abeta rescue -6.5% and aSyn rescue -8.9%.
CCCC(c1nnnn1C(C)(C)CC)N(CCCO)Cc1cc2cc(C)cc(C)c2[nH]c1=O (configuration not stated) was read as TDP43 rescue -10.8%, DRD3 antagonist -6.3, PTHR1 ag inactive, GLP-1R agonist 4.0%, pAkt inh inactive, GLP1R inv ag inconclusive, FUS yeast rescue inconclusive, Abeta rescue -16.9% and aSyn rescue -1.0%.
Screening CC(=O)N1CCn2c3c(c4cc(C)ccc42)CCCC31 (configuration not stated) returned TDP43 rescue inconclusive, DRD3 antagonist 9.0, PTHR1 ag inactive, GLP-1R agonist 0.0%, pAkt inh inactive, GLP1R inv ag -6.0%, FUS yeast rescue 0.5%, Abeta rescue 1.3% and aSyn rescue 11.4%.
For Cc1cc(F)cc(C)c1Cn1cnc2c(cnn2C(C)(C)C)c1=O the results were PTHR1 ag -12.6%, GLP-1R agonist -1.9%, FUS yeast rescue -26.0% and Abeta rescue 3.7%.
`CCOC(=O)c1cc(C)n(CC2CCC(C(=O)Nc3ccc(OC)c(OC)c3)CC2)c1C` (configuration not stated) gave TDP43 rescue 13.4%, PTHR1 ag -23.5%, GLP1R inv ag 6.1%, FUS yeast rescue 10.5% and Abeta rescue -4.8%.
`CCC(=O)c1ccc(OCCN2CCOCC2)cc1` gave TDP43 rescue -6.0%, DRD3 antagonist 9.4, PTHR1 ag -3.3%[57.5 µM], GLP-1R agonist 17.6%, pAkt inh inactive, GLP1R inv ag 0.9%, FUS yeast rescue -6.6%, Abeta rescue -11.8% and aSyn rescue -12.2%.
`CC1CC(C)CN(c2cc3c(cc2[N+](=O)[O-])C(=O)N(c2ccccc2)C3=O)C1` (configuration not stated) gave TDP43 rescue 6.1%, DRD3 antagonist -5.6, PTHR1 ag inactive, GLP-1R agonist -9.2%, pAkt inh inactive, GLP1R inv ag 0.4%, Abeta rescue 13.2% and aSyn rescue -1.0%.
For CCOCCCn1c(SCC(=O)Nc2cccc(OC)c2)nc2ccccc2c1=O the results were TDP43 rescue inconclusive, DRD3 antagonist 13.1, PTHR1 ag -48.4%&-32.8%[inhibitor], GLP-1R agonist 21.1%, pAkt inh inactive, GLP1R inv ag inconclusive, FUS yeast rescue 36.4%&42.8%, Abeta rescue 19.6%&-4.0% and aSyn rescue 12.4%.
For CC1=C(C(=O)N(C)C)CC(CC(=O)NCCc2ccccn2)C(=O)N1Cc1ccc(C(C)(C)C)cc1 (configuration not stated) the results were TDP43 rescue 0.0%, DRD3 antagonist 10.5, PTHR1 ag inactive, GLP-1R agonist 2.5%, pAkt inh inactive, GLP1R inv ag 9.4%, FUS yeast rescue 3.7%, Abeta rescue -5.4% and aSyn rescue -1.7%.
O=C(COC(=O)c1ccc[nH]c1=O)NCC12CC3CC(CC(C3)C1)C2 was read as TDP43 rescue 1.8%, DRD3 antagonist -12.4, PTHR1 ag -23.9%, GLP-1R agonist 4.2%, pAkt inh inactive, GLP1R inv ag 14.2%, FUS yeast rescue 6.7%, Abeta rescue -9.1% and aSyn rescue -7.1%.
For CCCn1c(SCC(=O)N(C)C2CCS(=O)(=O)C2)nc2sc3c(c2c1=O)CCC3 (configuration not stated) the results were TDP43 rescue 21.6%, DRD3 antagonist -6.5, PTHR1 ag -49.1%, GLP-1R agonist 4.0%, pAkt inh inactive, GLP1R inv ag 18.5%, FUS yeast rescue 44.4%, Abeta rescue -7.0% and aSyn rescue -9.4%.
Screening COc1ccc(Cl)cc1NC(=O)C1CCN(S(C)(=O)=O)CC1 returned TDP43 rescue -6.9%, DRD3 antagonist 8.3, PTHR1 ag inactive, GLP-1R agonist -7.6%, pAkt inh inactive, GLP1R inv ag 34.2%[activator], FUS yeast rescue 7.2%, Abeta rescue -2.6% and aSyn rescue 1.9%.
For COc1ccc(CN(C(=O)CSc2nnc(-c3c[nH]c4ccccc34)o2)c2ccc(F)cc2)cc1OC the results were TDP43 rescue inconclusive, DRD3 antagonist 39.9, PTHR1 ag -14.2%[57.5 µM], GLP-1R agonist -14.5%, pAkt inh inactive, GLP1R inv ag inconclusive, FUS yeast rescue inconclusive, Abeta rescue 20.0% and aSyn rescue 20.4%.
`CCc1ccc(NC(=O)CSC2=Nc3ccccc3C3=NC(CC(=O)NCc4ccccc4)C(=O)N23)cc1` (configuration not stated) gave TDP43 rescue -4.9%, PTHR1 ag inactive, GLP1R inv ag -0.4%, FUS yeast rescue -8.8% and Abeta rescue -16.6%.
CC(=O)c1c(C)[nH]c(C(=O)OCC(=O)NCCc2ccc(Cl)cc2)c1C was read as TDP43 rescue 23.7%, DRD3 antagonist 0.4, PTHR1 ag -26.7%, GLP-1R agonist 1.5%, pAkt inh inactive, GLP1R inv ag -28.3%, FUS yeast rescue 7.5%, Abeta rescue 11.7% and aSyn rescue -13.4%.
`Cc1ccc(C)c(N2CCN(C(=O)Cc3ccc(-n4c(=O)[nH]c5ccsc5c4=O)cc3)CC2)c1` gave TDP43 rescue -15.3%, DRD3 antagonist -9.2, PTHR1 ag -27.5%, GLP-1R agonist -4.7%, pAkt inh inactive, GLP1R inv ag inconclusive, FUS yeast rescue inconclusive, Abeta rescue -0.9% and aSyn rescue -6.6%.
Screening CCOC1=C2CN(S(=O)(=O)c3ccc(C)cc3)[C@@H](c3ccccc3)C[C@H]2[C@H]2C(=O)N(c3ccccc3)C(=O)[C@H]2C1 returned TDP43 rescue 17.9%, DRD3 antagonist 22.6, PTHR1 ag inactive, GLP-1R agonist -0.8%, pAkt inh inactive, GLP1R inv ag 16.9%, FUS yeast rescue inconclusive, Abeta rescue -5.2% and aSyn rescue -0.1%.
For N#CNC(=Nc1cccc(F)c1)SCc1cccc(F)c1 the results were TDP43 rescue -2.8%, DRD3 antagonist -26.1, PTHR1 ag -41.5%, GLP-1R agonist 1.3%, pAkt inh inactive, GLP1R inv ag 0.0%, Abeta rescue -14.5% and aSyn rescue -6.0%.
CC(=O)/C(N=Nc1cc2c(cc1[N+](=O)[O-])OCCO2)=C(\C)O was read as TDP43 rescue -2.4%[9.22 µM], DRD3 antagonist 7.0, PTHR1 ag -12.0%, GLP-1R agonist 3.2%, pAkt inh inactive, GLP1R inv ag -11.3%[7.66 µM], FUS yeast rescue -20.3%, Abeta rescue -5.4% and aSyn rescue -0.3%.
`O=C1OCCN1C(=O)[C@H]1[C@H](c2ccc(F)cc2)C(c2ccc(F)cc2)=NN1c1ccc(Br)cc1` gave TDP43 rescue -0.9%, DRD3 antagonist -21.0, PTHR1 ag -10.8%, GLP-1R agonist -1.3%, pAkt inh inactive, GLP1R inv ag inconclusive, FUS yeast rescue inconclusive, Abeta rescue 10.9% and aSyn rescue inconclusive.
For Cc1c(Br)c([N+](=O)[O-])nn1CC(=O)NC1CCCCCC1 the results were TDP43 rescue -13.0%, DRD3 antagonist -4.9, PTHR1 ag -19.2%, GLP-1R agonist 2.4%, pAkt inh inactive, GLP1R inv ag -21.3%, FUS yeast rescue 14.5%, Abeta rescue 3.1% and aSyn rescue 1.0%.
COCCN(C(=O)COC(=O)Cc1coc2cc(C)ccc12)c1c(N)n(Cc2ccccc2)c(=O)[nH]c1=O was read as TDP43 rescue 17.5%, DRD3 antagonist 0.0, PTHR1 ag inactive, GLP-1R agonist 6.5%, pAkt inh inactive, GLP1R inv ag 13.1%, FUS yeast rescue 24.5%, Abeta rescue 16.0% and aSyn rescue 1.2%.
For Cc1cc(C(=O)OCC(=O)NCc2cccs2)c2ccccc2n1 the results were TDP43 rescue -2.8%, DRD3 antagonist 7.1, PTHR1 ag -39.1%, GLP-1R agonist 14.2%, pAkt inh inactive, GLP1R inv ag 8.0%, FUS yeast rescue -0.7%, Abeta rescue -4.3% and aSyn rescue 7.4%.
CCc1ccc(S(=O)(=O)NCc2cn3ccsc3n2)s1 was read as TDP43 rescue -3.8%, DRD3 antagonist 1.4, PTHR1 ag inactive, GLP-1R agonist -5.1%, pAkt inh inactive, GLP1R inv ag 7.8%, FUS yeast rescue -5.0%, Abeta rescue 13.4% and aSyn rescue -0.8%.
Screening O=C(OCC(=O)N1CCN(c2ccccc2)CC1)c1cccc([N+](=O)[O-])c1 returned TDP43 rescue 14.9%, DRD3 antagonist -24.7, PTHR1 ag -6.5%, GLP-1R agonist 7.1%, pAkt inh inactive, GLP1R inv ag 10.5%, FUS yeast rescue 13.1%, Abeta rescue 21.9% and aSyn rescue -4.4%.
Cc1ccccc1N1CC(c2nc3ccccc3n2Cc2ccc(Br)cc2)CC1=O (configuration not stated) was read as TDP43 rescue inconclusive, PTHR1 ag -23.0%, GLP1R inv ag inconclusive, FUS yeast rescue inconclusive and Abeta rescue 0.3%.

Source: PubChem (National Center for Advancing Translational Sciences (NCATS))

This is a subset. The share of hits here may be higher or lower than overall.
